All columns: NCI-60 one-dose screen, growth in % after 48 h at 10 µM unless noted; 100 = growth as untreated, 0 = no growth, -100 = all killed.
OVCAR-8 = OVCAR-8 ovarian cancer; actives 4.4% (n = 81,000)
OVCAR-4 = OVCAR-4 ovarian cancer cells | actives 3.7% (n = 80,000)
SK-OV-3 = SK-OV-3 ovarian cancer cells; actives 3.2% (n = 80,000); AID 1794785
U251 = U251 CNS tumor cells | actives 5.4% (n = 80,000) | AID 1794753
OVCAR-5 = OVCAR-5 ovarian cancer. actives 2.9% (n = 82,000)
DU-145 = DU-145 prostate cancer | actives 4.2% (n = 81,000) | AID 1794760
SF-268 = SF-268 CNS cancer cells; actives 3.1% (n = 82,000); AID 1794759
PC-3 = PC-3 prostate cancer cells; actives 3.9% (n = 80,000)
OVCAR-3 = OVCAR-3 ovarian cancer; actives 7% (n = 79,000)
The depositor's hits bear a star; [ ] = remark or other dose. How the source made its calls: active means growth percent below 10; inactive means the rest.

`CCN(c1ccccc1)S(=O)(=O)c1cc([N+](=O)[O-])ccc1Cl` gave OVCAR-8 79.8, OVCAR-4 25.1, SK-OV-3 55.3, U251 59.2, OVCAR-5 67.4, DU-145 94.0, SF-268 77.4, PC-3 76.8 and OVCAR-3 74.7.
Screening COc1ccccc1C1SCC(=O)N1NC(=O)c1ccc(C)nc1 (stereo not given) returned OVCAR-4 107.2, SK-OV-3 85.3, U251 95.6, OVCAR-5 92.7, DU-145 126.6, SF-268 117.7, PC-3 85.4 and OVCAR-3 96.5.
COc1cc2cc(CN3CCN(c4nccc(-c5ccc6ccccc6c5)n4)CC3)c(=O)[nH]c2cc1OC was read as OVCAR-8 28.9, OVCAR-4 53.4, SK-OV-3 99.6, U251 22.9, OVCAR-5 102.2, DU-145 74.0, SF-268 94.0, PC-3 60.7 and OVCAR-3 39.0.
For Cc1ccc(Cl)cc1NC(=O)N(C)CCO the results were OVCAR-8 111.6, OVCAR-4 135.7, SK-OV-3 113.6, U251 102.3, OVCAR-5 111.1, DU-145 131.5, SF-268 125.7, PC-3 96.0 and OVCAR-3 130.4.
NC(=O)c1ccc(-c2ccc3ncnc(N4CCc5cc(F)c(Cl)cc54)c3c2)cn1 was read as OVCAR-8 71.1, OVCAR-4 88.7, SK-OV-3 101.1, U251 87.4, OVCAR-5 73.5, DU-145 49.5, SF-268 95.6, PC-3 50.8 and OVCAR-3 64.8.
Cc1ccc(S(=O)(=O)O[C@H]2CCCC[C@H]2OS(=O)(=O)c2ccc(C)cc2)cc1 was read as OVCAR-8 103.7, OVCAR-4 77.4, SK-OV-3 97.1, U251 100.2, OVCAR-5 115.9, DU-145 111.1, SF-268 85.7, PC-3 57.5 and OVCAR-3 84.5.
Screening O=C1CCCN1C1CCN2CCCc3cccc1c32 (stereo not given) returned OVCAR-8 102.9, OVCAR-4 104.9, SK-OV-3 109.7, U251 102.5, OVCAR-5 99.9, DU-145 118.9, SF-268 111.8, PC-3 91.3 and OVCAR-3 120.6.
Screening CC(Cc1ccccc1)N(N)C(C)Cc1ccccc1 (stereo not given) returned OVCAR-8 105.5, OVCAR-4 107.3, SK-OV-3 108.3, U251 108.1, OVCAR-5 95.6, DU-145 116.1, SF-268 99.7, PC-3 90.4 and OVCAR-3 109.5.
O/N=C\c1c(O)ccc2ccccc12 was read as OVCAR-8 92.9, OVCAR-4 91.7, SK-OV-3 100.0, U251 98.4, OVCAR-5 117.0, DU-145 115.8, SF-268 104.3, PC-3 100.0 and OVCAR-3 111.2.
Screening Nc1nc(-c2ccc(C(F)(F)F)cc2)nn1-c1nc2ccccc2s1 returned OVCAR-8 103.4, OVCAR-4 100.8, U251 101.0, OVCAR-5 99.8, DU-145 108.8, SF-268 103.5, PC-3 102.4 and OVCAR-3 110.0.
Screening CCOC(=O)C1=C(C)NC(=O)NC1c1c(Cl)n(Cc2ccccc2)c2ccccc12 (stereo not given) returned OVCAR-8 97.5, OVCAR-4 103.5, SK-OV-3 104.6, U251 88.3, OVCAR-5 89.8, DU-145 100.7, SF-268 91.6, PC-3 64.8 and OVCAR-3 84.8.
O=C1c2ccccc2C(=O)c2c(-c3ccccc3)oc(-c3ccccc3)c21 was read as OVCAR-8 94.6, OVCAR-4 53.5, SK-OV-3 106.0, U251 85.9, OVCAR-5 97.4, DU-145 99.6, SF-268 80.0, PC-3 95.1 and OVCAR-3 104.1.
c1ccc2cc(SCCCN3CCOCC3)ccc2c1 was read as OVCAR-8 101.1, OVCAR-4 101.6, U251 105.6, OVCAR-5 100.1, DU-145 117.9, SF-268 124.6, PC-3 83.0 and OVCAR-3 118.3.
Screening CCCCCCCCCCCCCCCC(=O)Nc1ccn(CC#CCO)c(=O)n1 returned OVCAR-8 105.1, OVCAR-4 99.8, SK-OV-3 89.5, U251 108.3, OVCAR-5 97.3, DU-145 104.9, SF-268 97.0, PC-3 85.8 and OVCAR-3 107.3.
For Cc1ncc(CO)c2c1OC(C)(C)OC2 the results were OVCAR-8 99.8, OVCAR-4 110.4, SK-OV-3 98.4, U251 103.5, OVCAR-5 102.4, DU-145 117.3, SF-268 115.3, PC-3 98.3 and OVCAR-3 114.7.
`O=C1CCN(Cc2ccccc2)C(=O)N1` gave OVCAR-8 96.3, OVCAR-4 120.5, SK-OV-3 102.8, U251 106.3, OVCAR-5 101.9 and PC-3 89.2.
`CC12CCc3c(ccc4cc(O)ccc34)C1CCC2=O` (stereo not given) gave OVCAR-8 97.1, SK-OV-3 128.1, U251 75.0, OVCAR-5 115.6, DU-145 107.4, SF-268 94.3, PC-3 79.1 and OVCAR-3 107.3.
Screening CCCCC(CC)COC(C)OCc1cccc(OC)c1OC (stereo not given) returned OVCAR-8 112.9, OVCAR-4 109.4, SK-OV-3 108.6, U251 101.2, OVCAR-5 92.2, DU-145 109.0, SF-268 100.9 and PC-3 99.1.
Screening c1ccc(Nc2ccccn2)nc1 returned OVCAR-8 100.4, OVCAR-4 100.1, U251 91.8, OVCAR-5 101.6, DU-145 120.4, SF-268 102.5, PC-3 95.9 and OVCAR-3 107.9.
CCCCC1COc2cccc3c2N1C=C/C3=C\C(=O)N1CCCc2ccccc21 (stereo not given) was read as OVCAR-8 90.4, OVCAR-4 74.4, U251 96.5, OVCAR-5 101.5, DU-145 107.3, SF-268 93.5, PC-3 84.1 and OVCAR-3 93.8.
`COc1cc(C(=O)c2c(-c3ccccc3)oc3c(OC)cccc23)cc(OC)c1O` gave OVCAR-8 20.4, OVCAR-4 42.1, SK-OV-3 45.1, U251 18.8, OVCAR-5 45.7, DU-145 23.0, SF-268 46.5, PC-3 23.5 and OVCAR-3 0.8*.
Nc1nc(Cl)c(C=O)c(Cl)n1 was read as OVCAR-8 94.6, OVCAR-4 94.9, SK-OV-3 106.2, U251 90.7, OVCAR-5 112.8, DU-145 120.8, SF-268 120.4, PC-3 88.9 and OVCAR-3 126.2.
`COc1ccc(-c2nc(SCC(C)C)nc(N/N=C\c3cccc([N+](=O)[O-])c3)c2C#N)cc1` gave OVCAR-8 25.5, OVCAR-4 38.7, SK-OV-3 74.0, U251 13.0, OVCAR-5 71.5, DU-145 70.5, SF-268 43.6 and PC-3 55.2.
Screening N[C@@H](CSSC[C@H](N)C(=O)Nc1ccc(OCC2CCCC2)cc1)C(=O)Nc1ccc(OCC2CCCC2)cc1 returned OVCAR-8 -59.8*, OVCAR-4 -96.9*, SK-OV-3 -97.9*, U251 -86.6*, OVCAR-5 -100.0*, DU-145 -88.4*, SF-268 -73.1*, PC-3 -87.3* and OVCAR-3 -86.5*.

A portion taken from the entries so far, as a working copy:
c1ccc2cc(SCCCN3CCOCC3)ccc2c1 was read as OVCAR-8 101.1, OVCAR-4 101.6, U251 105.6, OVCAR-5 100.1, DU-145 117.9, SF-268 124.6, PC-3 83.0 and OVCAR-3 118.3.
Screening CCCCCCCCCCCCCCCC(=O)Nc1ccn(CC#CCO)c(=O)n1 returned OVCAR-8 105.1, OVCAR-4 99.8, SK-OV-3 89.5, U251 108.3, OVCAR-5 97.3, DU-145 104.9, SF-268 97.0, PC-3 85.8 and OVCAR-3 107.3.
For Cc1ncc(CO)c2c1OC(C)(C)OC2 the results were OVCAR-8 99.8, OVCAR-4 110.4, SK-OV-3 98.4, U251 103.5, OVCAR-5 102.4, DU-145 117.3, SF-268 115.3, PC-3 98.3 and OVCAR-3 114.7.
`O=C1CCN(Cc2ccccc2)C(=O)N1` gave OVCAR-8 96.3, OVCAR-4 120.5, SK-OV-3 102.8, U251 106.3, OVCAR-5 101.9 and PC-3 89.2.
`CC12CCc3c(ccc4cc(O)ccc34)C1CCC2=O` (stereo not given) gave OVCAR-8 97.1, SK-OV-3 128.1, U251 75.0, OVCAR-5 115.6, DU-145 107.4, SF-268 94.3, PC-3 79.1 and OVCAR-3 107.3.
Screening CCCCC(CC)COC(C)OCc1cccc(OC)c1OC (stereo not given) returned OVCAR-8 112.9, OVCAR-4 109.4, SK-OV-3 108.6, U251 101.2, OVCAR-5 92.2, DU-145 109.0, SF-268 100.9 and PC-3 99.1.

Next section
NS(=O)(=O)c1ccc(NC(=O)CNNc2nc3ccccc3c(=O)n2-c2ccccc2)cc1 was read as OVCAR-8 91.8, OVCAR-4 98.7, U251 84.6, OVCAR-5 96.2, DU-145 111.2, SF-268 95.6, PC-3 101.7 and OVCAR-3 100.1.
CN1CCCC(c2ccccc2)C1c1ccccc1 (stereo not given) was read as OVCAR-4 110.3, SK-OV-3 99.8, U251 101.6, OVCAR-5 100.4, DU-145 110.9, SF-268 93.5, PC-3 99.1 and OVCAR-3 102.2.
`CCCCCCCCCCCCCCCCNC(=O)Nc1ccc(C)cc1` gave OVCAR-8 97.3, OVCAR-4 117.1, SK-OV-3 112.8, U251 100.0, OVCAR-5 111.6, DU-145 100.6, SF-268 103.4, PC-3 95.2 and OVCAR-3 109.7.
`CCCCCC#CC(=O)O` gave OVCAR-8 98.3, OVCAR-4 103.1, SK-OV-3 102.0, U251 98.4, OVCAR-5 105.3, DU-145 131.7, SF-268 110.0, PC-3 98.2 and OVCAR-3 123.1.
CC(=O)C(C)(c1ccc(Cl)cc1)c1ccc(Cl)cc1 was read as OVCAR-8 94.5, OVCAR-4 111.2, SK-OV-3 87.3, U251 98.8, OVCAR-5 99.9, DU-145 104.2, SF-268 97.9, PC-3 94.7 and OVCAR-3 96.1.
`C/C(=N\NC(=S)N1CC2CCC(CC2)C1)c1ccccn1` gave OVCAR-8 18.2, OVCAR-4 -41.2*, SK-OV-3 18.9, U251 5.5*, OVCAR-5 24.5, DU-145 19.4, SF-268 15.5, PC-3 -4.5* and OVCAR-3 -17.7*.
For CCCCCCCCCCCCCCCCCCCCCCCCC(O)C(=O)NC(CO)C(O)C(O)CCCCCCCCCCCCCC (stereo not given) the results were OVCAR-8 114.3, OVCAR-4 98.0, SK-OV-3 91.3, U251 104.4, OVCAR-5 110.5, DU-145 109.6, SF-268 107.7, PC-3 95.1 and OVCAR-3 108.5.
Screening NC(=O)[C@@H]1Cc2ccccc2CN1C(=O)c1ccc2c(c1)CCC2 returned OVCAR-8 94.9[50 µM], OVCAR-4 94.4[50 µM], SK-OV-3 119.7[50 µM], U251 99.7[50 µM], OVCAR-5 101.5[50 µM], DU-145 107.4[50 µM], SF-268 96.6[50 µM], PC-3 103.5[50 µM] and OVCAR-3 106.4[50 µM].
`FC(F)(F)c1cccc(N2NC(=S)N3C=CC=CC32)c1` (stereo not given) gave OVCAR-8 102.3, OVCAR-4 115.7, SK-OV-3 97.8, U251 106.9, OVCAR-5 102.4, DU-145 123.4, SF-268 109.1, PC-3 99.4 and OVCAR-3 124.9.
For CC12CCC(C(S(=O)(=O)Nc3ccccc3)C1=O)C2(C)C (stereo not given) the results were OVCAR-8 95.7, OVCAR-4 110.3, SK-OV-3 106.5, U251 108.4, OVCAR-5 93.6, DU-145 112.8, SF-268 100.8, PC-3 95.5 and OVCAR-3 107.6.
COc1ccc2c(c1)CC(O)CC1C(=O)N(CCO)CC(=O)C21 (stereo not given) was read as OVCAR-8 100.5, OVCAR-4 102.8, SK-OV-3 86.5, U251 91.4, OVCAR-5 104.4, DU-145 106.4, SF-268 102.4, PC-3 93.9 and OVCAR-3 108.9.
CCN(CC)CCCNC(=O)c1noc2cc([N+](=O)[O-])ccc12 was read as OVCAR-8 97.2, OVCAR-4 104.4, SK-OV-3 103.7, U251 95.6, OVCAR-5 108.9, DU-145 110.7, SF-268 102.9, PC-3 92.0 and OVCAR-3 110.3.
Screening N#Cc1nc(-c2ccccc2)oc1N1CCC[C@@H]1CO returned OVCAR-8 101.2, OVCAR-4 104.7, SK-OV-3 103.0, U251 95.8, OVCAR-5 95.0, DU-145 105.8, SF-268 98.8 and PC-3 99.4.
Screening CCCCN(CCCC)C(=O)[C@H](CC)[C@@H]1CC[C@@H](C)[C@@H]([C@H](C)[C@@H](O)[C@@H](C)C(=O)[C@H](CC)C2O[C@]3(C=CC(=O)[C@]4(CC[C@@](C)([C@H]5CC[C@](O)(CC)[C@H](C)O5)O4)O3)[C@H](C)C[C@@H]2C)O1 (stereo not given in full) returned OVCAR-8 34.7, OVCAR-4 42.7, SK-OV-3 51.9, U251 32.7, OVCAR-5 39.4, DU-145 84.9, SF-268 68.6, PC-3 12.5 and OVCAR-3 31.5.
COc1ccc(OC)c(/C=N/NC(=O)c2ccc3nc(-c4ccc(Cl)cc4)[nH]c3c2)c1 was read as OVCAR-8 82.8, OVCAR-4 61.1, SK-OV-3 84.9, U251 74.3, OVCAR-5 104.4, DU-145 48.0, SF-268 57.0, PC-3 41.5 and OVCAR-3 89.2.
COc1ccc(-n2cc(-c3ccc(Cl)c(Cl)c3)[nH]c2=O)cc1OC was read as OVCAR-8 94.6, OVCAR-4 89.9, SK-OV-3 100.6, U251 91.7, OVCAR-5 90.0, DU-145 98.3, SF-268 108.7, PC-3 93.2 and OVCAR-3 111.3.
For CC1CC(NC(=S)N(C)C)CC(C)(C)C1 (stereo not given) the results were OVCAR-8 97.9, OVCAR-4 125.1, SK-OV-3 106.3, U251 99.2, OVCAR-5 110.4, DU-145 97.3, SF-268 99.6, PC-3 101.8 and OVCAR-3 93.2.
Cc1c(-c2csc(N/N=C/c3cccc(Br)c3)n2)nnn1-c1ccc([N+](=O)[O-])cc1 was read as OVCAR-8 102.4, OVCAR-4 111.7, SK-OV-3 89.2, U251 92.7, OVCAR-5 96.9, DU-145 120.8, SF-268 105.1, PC-3 89.4 and OVCAR-3 129.7.
For CC(=O)OCCCC(CCC(C)OC(C)=O)OC(C)=O (stereo not given) the results were OVCAR-8 102.3, SK-OV-3 95.0, OVCAR-5 108.8, DU-145 106.0, SF-268 102.3, PC-3 99.5 and OVCAR-3 106.0.

Source: PubChem (NCI)
